Compound activity as filed in PubChem BioAssay.
ABCG2 inh: human ABCG2 inhibition, ABCB1 as counter-screen; IgMXP3 cells, JC-1 efflux, flow cytometry; inhibition, % at 6.6 µM; 0.1% of 190,000 active; AID 1325;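 active = inhibition above 80%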;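 note: 0% = DMSO and 100% = nicardipine control wells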
Target sequence (Q9UNQ0 whole entry, looked up): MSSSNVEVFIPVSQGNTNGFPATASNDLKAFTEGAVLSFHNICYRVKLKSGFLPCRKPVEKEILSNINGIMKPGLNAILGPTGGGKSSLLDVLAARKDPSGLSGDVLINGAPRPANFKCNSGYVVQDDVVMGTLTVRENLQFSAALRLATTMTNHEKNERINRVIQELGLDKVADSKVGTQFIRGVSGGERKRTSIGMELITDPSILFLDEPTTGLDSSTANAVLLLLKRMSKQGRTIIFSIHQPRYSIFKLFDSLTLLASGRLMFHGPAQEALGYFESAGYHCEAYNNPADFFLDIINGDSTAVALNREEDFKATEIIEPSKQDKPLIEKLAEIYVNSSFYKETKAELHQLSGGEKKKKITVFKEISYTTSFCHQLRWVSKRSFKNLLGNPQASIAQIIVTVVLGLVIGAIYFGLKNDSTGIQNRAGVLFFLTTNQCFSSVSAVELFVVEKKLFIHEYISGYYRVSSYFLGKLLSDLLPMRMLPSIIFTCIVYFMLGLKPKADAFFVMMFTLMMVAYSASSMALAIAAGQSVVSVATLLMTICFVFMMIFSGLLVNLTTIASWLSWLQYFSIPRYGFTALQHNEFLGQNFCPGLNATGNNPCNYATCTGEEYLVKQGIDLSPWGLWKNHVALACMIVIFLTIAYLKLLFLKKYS
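Read-out basis: Efflux inhibition in percent versus controls | Test system: ABCG2 IgMXP3 and barcoded ABCB1 CCRF-Adr cell mix | Quantity: 3 million cells/mL in well | Schedule: 10 min at 25 °C | Control set: Nicardipine as high control, DMSO as low control | Reagent: JC-1 as fluorescent efflux pump substrate | Signal: Flow cytometry of retained JC-1 fluorescence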
HRas wt GTP: changes GTP binding to wildtype human HRas. GTP binding activity, % at 10 µM. P01112. 0.14% of 190,000 active. AID 759. GST-Ras wt beads, Bodipy-FL-GTP binding, flow cytometry; actives lie on both sides;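 active = GTP binding activity at least 20% away from the 100% baseline, either lowered as inhibitor or raised as activator; inconclusive = flagged as likely green fluorescent, judged across all proteins in the well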;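 note: 0% = unlabeled GTP competition control and 100% = no-compound control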
Target sequence (P01112 whole entry, looked up): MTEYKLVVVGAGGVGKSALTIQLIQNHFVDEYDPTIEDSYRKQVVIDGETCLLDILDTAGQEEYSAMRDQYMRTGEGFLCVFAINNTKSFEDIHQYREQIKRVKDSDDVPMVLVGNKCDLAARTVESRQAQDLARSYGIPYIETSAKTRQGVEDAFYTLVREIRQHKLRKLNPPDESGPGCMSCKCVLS
Rab2A wt mod: changes GTP binding to wildtype dog Rab2A, up or down; 0.19% of 190,000 active; GTP binding activity, % at 10 µM; P61105; GST-Rab2 wt beads, Bodipy-GTP binding, flow cytometry; AID 760;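 active = GTP binding activity at least 20 points away from 100%, either lowered or raised; inconclusive = signal likely due to the compound's own green fluorescence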;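 note: 0% = beads with excess unlabeled GTP and 100% = no-compound control corrected for plate trend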
Rac1 mut GTP: modulators of GTP binding to human Rac1 activated mutant. GST-Rac1 activated beads, fluorescent GTP binding, flow cytometry; actives lie on both sides; 100% means binding = to untreated wells. 0.11% of 190,000 active. P63000. percent activity (GTP binding), % at 10 µM;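 active = GTP binding at least 20 percentage points away from the 100% baseline, in either direction, so actives lie on both sides; inconclusive = Compound likely fluorescent itself, or too few beads counted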
Cdc42 wt: changes GTP binding to wildtype human Cdc42. P60953. GST-Cdc42 beads, Bodipy-GTP binding, flow cytometry; actives lie on both sides. percent activity (GTP binding), % at 10 µM. 0.2% of 190,000 active. AID 761;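 active = percent activity GTP binding at least 20 points away from the 100% baseline, either down as inhibitor or up as activator; inconclusive = compound flagged as likely green fluorescent from well-wide comparison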;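 note: median bead fluorescence of bound Bodipy-FL-GTP at 100 nM; 0% = excess unlabeled GTP control and 100% = no compound control; below 100% means less GTP binding so inhibitor and above means activator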
Target sequence (P60953 whole entry, looked up): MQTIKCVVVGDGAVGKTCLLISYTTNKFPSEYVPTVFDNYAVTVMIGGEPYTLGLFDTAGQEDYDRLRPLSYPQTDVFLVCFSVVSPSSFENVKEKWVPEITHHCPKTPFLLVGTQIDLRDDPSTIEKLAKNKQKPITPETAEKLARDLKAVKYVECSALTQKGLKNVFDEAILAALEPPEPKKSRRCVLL
ABCB1 inh: blocks JC-1 efflux by human ABCB1 transporter; P08183; inhibition, % at 6.6 µM; CCRF-Adr cells, flow cytometry; AID 1326; 0.067% of 190,000 active; in the data active = inhibition above about 40%;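 note: 0% = vehicle and 100% = reference inhibitor; higher value means more JC-1 retained so stronger ABCB1 efflux block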
Pf gamet viab: kills late stage P. falciparum gametocytes; AID 743093; inhibition, % at 10.9 µM; P. falciparum stage V gametocytes, ATP luminescence, 24 h; 0.065% of 150,000 active;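 active = inhibition above the mean plus 3 SD of compounds within the control limits, set per campaign, cut at about 38% in these data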;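 note: 0% = DMSO wells and 100% = medium only without gametocytes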
Avidin fluor: compound fluoresces at 488/530 nm on avidin beads. compound fluorescence 488/530 nm, flow cytometry; hits give high values. AID 1775. fluorescence (KMESF) at 10 µM. 0.38% of 220,000 active; in the data active = fluorescence above about 47; note: inactives centre near 10
Rac1 wt modul: modulators of human Rac1 wildtype GTP binding. GTP binding activity (% of control), % at 10 µM. GST-Rac1 beads, fluorescent GTP binding, flow cytometry; actives lie on both sides; 0 = cold GTP competed, 100 = untreated. P63000. 0.27% of 190,000 active;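 active = GTP binding activity at least 20 points away from the 100% control level, either lower or higher; inconclusive = compound flagged as likely green fluorescent, judged across all proteins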
Rab7 wt GTP bind: modulators of GTP binding to dog Rab7 wildtype GTPase | GTP binding activity (percent of control), % at 10 µM | 0.055% of 190,000 active | GST-Rab7 beads, fluorescent GTP binding, flow cytometry; actives lie on both sides; untreated = 100%, excess cold GTP = 0% | AID 758;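 active = fluorescent GTP binding to Rab7 beads changed by at least 20 points from the 100% baseline, either direction, mostly lower; inconclusive = compound itself probably fluorescent, or too few beads counted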;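 note: median green fluorescence of bound Bodipy-FL-GTP per Rab7 bead population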
Mcl1-Noxa inh: disrupts binding of human Mcl-1 to Noxa peptide. 1.5% of 220,000 active. inhibition, % at 21.7 µM. AID 1022. TR-FRET Mcl-1/Noxa peptide binding, 2 h. Q07820;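 active = compounds that cut the protein-peptide binding signal by more than 50% relative to plate controls in a single-dose test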;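 note: His-tagged Mcl-1 with rhodamine Noxa BH3 peptide and terbium anti-His antibody; 0% = Mcl-1 plus Noxa peptide wells and 100% = peptide-only wells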
Starred values were filed as active, the others as inactive; ? = inconclusive; / = not tested or not shown.

entry	molecule	ABCG2 inh	HRas wt GTP	Rab2A wt mod	Rac1 mut GTP	Cdc42 wt	ABCB1 inh	Pf gamet viab	Avidin fluor	Rac1 wt modul	Rab7 wt GTP bind	Mcl1-Noxa inh
1	COc1ccccc1NS(=O)(=O)c1cccc(C(=O)N/N=C/c2c(C)nn(-c3ccccc3)c2N2CCCC2)c1	1	101	101	101	101	0.3	-25	9	100	98	22
2	O=C(NCc1ccc2c(c1)OCO2)C1CC(c2cccc(Br)c2)=NO1 (stereo unspecified)	2	96	95	92	95	0.5	/	40	97	97	13
3	CN1/C(=C\C(=S)NC(=O)c2cccc(Br)c2)C(C)(C)c2ccccc21	-1	101	99	97	100	-0.3	/	24	101	102	32
4	COc1ccc(-c2nc3nc(SC)nn3cc2C)cc1F	8	95	95	95	95	0.1	6	9	94	100	-1
5	Cc1ccc(-c2noc(/C=C/c3ccccc3)n2)cc1	7	97	92	97	95	0.2	/	11	101	94	31
6	Cc1nc2cc(Nc3nnc(-c4ccccc4)c4ccccc34)ccc2n1C	1	94	91	94	95	0.3	/	33	96	93	31
7	Cc1ccc(S(=O)(=O)n2ccc(-c3ccc(OCc4c(F)cccc4Cl)cc3)n2)cc1	1	104	107	102	111	0.1	/	11	114	107	7
8	CSc1nnc(-c2sc3cc(C(F)(F)F)cnc3c2-c2cccnc2)n1C	0	96	98	99	97	0.0	-19	4	101	96	10
9	Cc1cc(NC(=O)c2ccccc2)ncc1NC(=O)c1ccco1	0	?	?	?	?	0.0	/	14	?	?	9
10	Cc1ccc(S(=O)(=O)N2c3ccccc3-c3c(ssc3=S)C2(C)C)cc1	5	102	101	99	101	0.2	1	15	105	103	13
11	CC1CCN(C2(O)C(=O)Nc3ccc(Br)cc32)CC1 (stereo unspecified)	7	95	99	92	97	0.7	9	9	98	107	-1
12	CC(=O)Nc1cc(C(=O)N2CCN(C)CC2)ccc1Sc1ccc(C)cc1	0	100	101	98	99	0.0	-5	4	100	102	-10
13	CCc1ccc2oc(-c3ccc(OC)cc3)cc(=Nc3c(C)n(C)n(-c4ccccc4)c3=O)c2c1	97*	96	99	93	98	44*	-8	14	99	103	18
14	Cc1c(Cl)cccc1-c1ccc(/C=N/n2cnnc2)o1	58	100	100	100	98	0.6	/	27	103	101	15
15	O=C(COc1cccc(C(F)(F)F)c1)NCCCN1CCCC1=O	3	101	102	99	104	0.4	2	5	102	103	32
16	c1ccc(-c2nnc3sc(CN4CCc5ccccc54)cn23)cc1	3	100	99	97	100	0.8	/	6	98	99	2
17	C=CCSc1nc2c(c(C3CC=CCC3)c1C#N)CCC2 (stereo unspecified)	2	99	101	97	99	0.1	/	27	101	98	-2
18	CCCCn1c(/N=C/c2ccc3c(c2)OCO3)nc2ccccc21	-1	102	100	99	104	-0.5	0	/	112	99	11
19	CCOc1ccc2[nH]c(=O)c(C(c3nnnn3CC3CCCO3)N3CCc4ccccc4C3)cc2c1 (stereo unspecified)	0	100	98	97	101	0.4	-15	32	104	99	12
20	CCOC(=O)c1ccc(NC(=O)C23CCC(C)(C(=O)O2)C3(C)C)cc1 (stereo unspecified)	3	99	101	98	101	0.9	12	21	104	102	-20
21	O=C(O)CCc1nc2cc3ccccc3cc2[nH]1	0	100	101	101	98	-0.2	9	28	99	103	32
22	O=C(O)CCC(=O)Nc1ccc(N2CCCCCC2)cc1	0	103	104	99	103	0.0	-14	6	105	103	27
23	COC(=O)c1ccccc1N1CCS(=O)(=O)CC1	5	102	103	98	96	0.5	-21	10	105	110	10
24	COCCn1c(SCC(=O)Nc2nnc(C)s2)nnc1-c1cc2ccccc2cc1O	5	103	102	97	104	1.7	-55	16	101	101	18
25	Cn1c(=O)[nH]c(=O)c2c1nc(CN1CCOCC1)n2CCCc1ccccc1	3	99	100	101	98	0.3	/	8	105	104	-4
26	CC(=O)Nc1nc(=O)c2ccccc2s1	-2	99	98	98	100	-2.3	-22	15	102	100	4
27	CCC(=O)Nc1c(S(=O)(=O)c2ccccc2)c2nc3ccccc3nc2n1C(C)c1ccccc1 (stereo unspecified)	-7	98	98	97	102	-0.2	-7	4	102	98	23
28	CCCn1c(SCc2nc(-c3cccs3)no2)nnc1-c1ccncc1	13	97	97	97	97	1.3	/	10	98	96	13
29	CN(c1ccccc1)S(=O)(=O)c1ccc(Cl)c(C(=O)NCCc2c[nH]c3ccccc23)c1	10	96	95	97	97	3.3	/	13	99	97	25
30	COC(=O)c1ccccc1NC(=O)C1CCN(S(=O)(=O)c2cc(C)ccc2OC)CC1	18	102	99	99	102	1.4	-43	9	105	99	8
31	O=C(OCC(=O)c1ccc[nH]1)c1ccc2ccccc2n1	25	95	95	94	92	0.4	-18	14	99	95	21
32	CC(C)c1ccccc1OCCNC(=O)c1cccnc1	12	103	103	98	102	2.5	-19	8	100	105	15
33	COCCn1c(=S)[nH]c2cc(C(=O)NC(C)C)ccc2c1=O	4	99	97	95	96	0.1	-3	8	97	97	16
34	Cc1ccc(OCC(=O)Nc2ccc(O)c(-c3nc4ccccc4o3)c2)cc1	3	99	97	97	100	0.3	12	10	99	97	1
35	CCCc1[nH]nc2c1C(c1cccnc1)C(C#N)=C(N)O2 (stereo unspecified)	-1	100	98	98	101	-1.8	/	6	102	100	6
36	CC(C)CC1NC(=O)N(CC(=O)N2CCN(S(=O)(=O)c3ccccc3)CC2)C1=O (stereo unspecified)	1	100	98	98	99	0.1	/	10	101	99	4
37	O=C(CCc1ccccc1)NC(=S)Nc1cccc(Br)c1	2	98	96	97	95	-0.1	-17	14	98	97	19
38	CCCNC(=O)Nc1ccc2c(c1)nc(C)n2C	1	99	101	99	100	0.5	/	29	101	100	13
39	CCC(Oc1ccccc1)C(=O)N1CCN(CC)CC1 (stereo unspecified)	0	98	102	97	103	-1.0	/	15	107	101	8
40	Nc1nc(C2CC2)c(Sc2sc(N)nc2C2CC2)s1	2	100	99	101	100	0.5	-8	17	107	97	5
41	CC1Cc2ccccc2N1C(=S)NC(=O)c1ccc(Cl)cc1Cl (stereo unspecified)	-6	94	91	93	94	-0.5	-23	7	94	95	6
42	c1ccc(CC2CCN(c3ncnc4sccc34)CC2)cc1	3	93	97	95	98	0.5	4	9	102	98	1
43	CC(C)Cn1c(-c2ccc(Cl)cc2)cnc1SCC(=O)N1CCOCC1	1	99	101	98	98	0.7	-9	11	99	98	-1
44	O=C(CNC(=O)OCc1ccccc1)NC1CCCCCC1	2	99	100	97	100	0.4	3	11	104	106	6
45	N#Cc1nc(-c2ccc(OCc3ccccc3)cc2)oc1NCCN1CCOCC1	2	103	103	98	101	1.0	/	11	100	100	-1
46	C=CCCC1(C)C(=O)N(c2ccccc2)c2ccccc21 (stereo unspecified)	1	98	99	98	95	0.4	15	7	101	93	-1
47	Cc1ccc(N2CCN(C(=O)Nc3cccc([N+](=O)[O-])c3)CC2C)cc1 (stereo unspecified)	16	99	97	94	96	0.2	2	11	98	95	12
48	COc1ccc(Cn2nnnc2C(c2ccccn2)N2CCN(c3cc(Cl)ccc3C)CC2)cc1 (stereo unspecified)	10	104	105	100	102	3.7	/	9	109	103	4
49	Cc1nn2cc(-c3ccccc3)nc2[nH]c1=O	13	99	100	97	100	-0.1	/	16	104	100	-12
50	COc1cccc(/C(C)=N/NC(=O)c2cc(-c3cccnc3)nc3ccccc23)c1	11	99	102	100	99	1.2	/	11	103	102	5

(listing goes on)
entry	molecule	ABCG2 inh	HRas wt GTP	Rab2A wt mod	Rac1 mut GTP	Cdc42 wt	ABCB1 inh	Pf gamet viab	Avidin fluor	Rac1 wt modul	Rab7 wt GTP bind	Mcl1-Noxa inh
51	C/C(CC(=O)Nc1ccc(Cl)cc1Cl)=N\NC(N)=S	8	97	95	95	101	0.3	12	10	97	95	-2
52	Cc1c(N2C(=O)c3cccc4cccc(c34)C2=O)c(=O)n(-c2ccccc2)n1C	0	100	101	98	99	0.0	/	11	102	99	-7
53	Cc1ccc(-n2c(=S)[nH]c3nc4c(cc3c2=O)COC(C)(C)C4)cc1	0	97	97	98	102	0.0	/	12	102	101	20
54	COc1ccc(C2CC(C(F)(F)F)n3ncc(C(=O)O)c3N2)cc1OC (stereo unspecified)	0	98	100	100	98	0.1	11	5	101	99	-12
55	Cc1cc(C)n(-c2nc3ccccc3n3cnnc23)n1	2	100	97	97	101	-0.1	8	14	102	96	5
56	S=C(NCCOCCOCCNC(=S)Nc1ccccc1)Nc1ccccc1	7	98	99	94	97	2.0	-25	8	100	101	23
57	Cc1ccccc1NC(=O)Cn1c(=O)n(-c2ccc(CC(=O)NCC3CCCO3)cc2)c(=O)c2ccccc21 (stereo unspecified)	-1	97	96	95	98	0.4	17	19	97	95	22
58	Cc1ccc(S(=O)(=O)n2ccnc2)cc1C	2	101	100	99	100	0.6	/	9	100	100	6
59	COc1cccc(NC(=O)CN(c2ccc3c(c2)OCO3)S(C)(=O)=O)c1	0	?	?	?	?	0.0	-4	10	?	?	1
60	O=S(=O)(c1ccc(S(=O)(=O)N2CCCC2)cc1)N1CCCCCC1	1	101	102	100	101	0.5	-21	10	102	99	-11
61	COc1ccc(CCNC(=O)COc2ccc(N(C)S(=O)(=O)c3ccc(Cl)cc3)cc2)cc1	15	96	93	95	94	5.1	/	12	98	104	2
62	Cc1ccc(-n2c(N)c(C(=O)Nc3c(C)n(C)n(-c4ccccc4)c3=O)c3nc4ccccc4nc32)cc1C	25	103	104	102	99	2.6	/	20	103	104	19
63	CCn1c(=O)cc(OCC(=O)NCCc2cccc(C)c2)c2ccccc21	5	97	98	95	101	0.6	4	11	102	98	14
64	Cc1ccc(Cl)c(NC(=O)COC(=O)CNS(=O)(=O)/C=C/c2ccccc2)c1Cl	-1	102	98	100	98	0.2	14	3	103	99	1
65	O=S(=O)(c1cccc2ccccc12)n1nnc2ccccc21	1	98	96	96	97	0.2	/	7	96	94	18
66	CCOc1ccc(C(=O)CN2CCN(S(=O)(=O)c3ccc(Br)cc3)CC2)cc1	8	101	97	96	100	2.1	18	22	98	97	2
67	C=C(C)CN(CC)C(=O)CCc1nnc(CCc2c[nH]c3ccccc23)o1	2	97	97	99	96	1.3	-9	6	98	93	-5
